mHTT-CaM PPI inh – inhibitors of human mutant huntingtin-calmodulin interaction; P42858; AlphaScreen His-mHTT/GST-CaM binding, luminescence; inhibition, % at 15 µM; hit rate 3.6% among 190,000;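 also: 0% = both proteins with DMSO and 100% = one protein alone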
Pf apPOL block – Pf-apPOL DNA polymerase inhibition; Recombinant Pf-apPOL, molecular beacon fluorescence, 1.5 h; inhibition, % at 10 µM; hit rate 0.25% among 210,000; AID 1794808
* hit, by the source's call; nt = not tested or not shown; & = joins results of further samples. Rule as the data show it: active = inhibition above about 50%; inactive = the rest.

Values in the order: mHTT-CaM PPI inh | Pf apPOL block
1	CCOc1cc(/C=C2/C(=O)ON=C2C)ccc1OCc1ccc(Cl)cc1
  -5 | -7
2	COc1ccc(C2=N/C(=C\c3coc4ccccc4c3=O)C(=O)O2)cc1Br
  4 | -2
3	CCN1CCN(CC(O)COc2ccc(OC)cc2)CC1 (stereo not given)
  6 | 1
4	Cc1c(C2CCN(C(=O)Cc3ccsc3)CC2)noc1N
  5 | 1
5	CCOc1ccc(CNC(=O)C2CC(=O)N(c3ccc(F)c(Cl)c3)C2)cc1OC (stereo not given)
  4 | -7
6	COc1ccc(C2=NC(c3cccs3)NC(c3ccccc3O)C2)cc1 (stereo not given)
  20 | -6
7	COc1cc(OC)c(OC)cc1/C=C1/N=C(c2ccc(OC)c([N+](=O)[O-])c2)OC1=O
  -1 | -2
8	CSc1ccc(C2Nc3cccc4cccc(c34)N2)cc1
  69* | nt
9	Cc1ccccc1C(=O)Nc1ccc2c(N3CCCC3)ncnc2c1
  14 | 5
10	CC(C)CN1CCN(C(=O)c2cn3cc(Cl)ccc3n2)CC1
  1 | -6
11	O=C(Nc1ccc([N+](=O)[O-])cc1O)C1C2CC/C=C\CCC21 (stereo not given)
  40 | 93*
12	O=C(COc1ccccc1)Nc1ccc(N2CCCC2)c(Cl)c1
  20 | -7
13	CC1(C)C(=O)OC(c2ccccc2[N+](=O)[O-])C(C)(C)C1=O (stereo not given)
  1 | -7
14	CC1(C)CC(=O)C(C(c2ccco2)C2C(=O)CC(C)(C)CC2=O)C(=O)C1
  7 | -18
15	CCOC(=O)C(=CNNC(=O)c1ccccc1-n1cccc1)C(=O)OCC
  nt | 0

Five compounds picked at random from the list so far, as already listed:
Values in the order: mHTT-CaM PPI inh | Pf apPOL block
5	CCOc1ccc(CNC(=O)C2CC(=O)N(c3ccc(F)c(Cl)c3)C2)cc1OC (stereo not given)
  4 | -7
6	COc1ccc(C2=NC(c3cccs3)NC(c3ccccc3O)C2)cc1 (stereo not given)
  20 | -6
7	COc1cc(OC)c(OC)cc1/C=C1/N=C(c2ccc(OC)c([N+](=O)[O-])c2)OC1=O
  -1 | -2
2	COc1ccc(C2=N/C(=C\c3coc4ccccc4c3=O)C(=O)O2)cc1Br
  4 | -2
8	CSc1ccc(C2Nc3cccc4cccc(c34)N2)cc1
  69* | nt

Not a retest: entries from further up.
Values in the order: mHTT-CaM PPI inh | Pf apPOL block
11	O=C(Nc1ccc([N+](=O)[O-])cc1O)C1C2CC/C=C\CCC21 (stereo not given)
  40 | 93*
12	O=C(COc1ccccc1)Nc1ccc(N2CCCC2)c(Cl)c1
  20 | -7

(more compounds)
Values in the order: mHTT-CaM PPI inh | Pf apPOL block
16	CCC(Sc1ccc(NC(=O)c2cccc(F)c2)nn1)C(=O)OC (stereo not given)
  -4 | -5
17	CN(CCCNC(=O)C1CCN(c2ccc(N3CCCC3)nn2)CC1)c1ccccc1
  14 | -7
18	COc1ccc(OC)c(C2C(C#N)=C(C)NC3=C2C(=O)CCC3)c1 (stereo not given)
  1 | -1
19	O=C(CCc1conc1-c1ccc(F)cc1)NCC1CCCCC1
  -10 | -4
20	CCOC(=O)C1C(=O)NCC2CCCC21 (stereo not given)
  -5 | nt
21	CCN(CC)S(=O)(=O)c1ccc(C(=O)Nc2nnc(-c3cccs3)o2)cc1
  27 | 0
22	Cc1ccc(-c2coc3cc4oc(=O)cc(C)c4cc23)cc1
  -11 | -3
23	Cc1ccc(C2=NN(CCC(=O)NCCN(C)Cc3ccccc3)C(=O)CC2)cc1
  6 | -11
24	O=C1CC(Sc2ccc(Cl)cc2)C(=O)N1Cc1cccnc1 (stereo not given)
  nt | 8&-7
25	Cc1ccccc1-c1nc(C2CCN(S(=O)(=O)c3cccs3)CC2)no1
  -15 | -3
26	O=C(COc1ccc(Cl)cc1)NCc1cc(-c2ccc3c(c2)OCO3)on1
  -14 | -6
27	CCOc1ccc(-n2c(SCc3cccc(C)c3)nc3c(c2=O)SCC3)cc1
  -3 | -7
28	Cc1nn(C)c(C)c1S(=O)(=O)NCc1ccc2c(c1)CCO2
  nt | 5
29	Cc1ccc(S(=O)(=O)N2CCN(C3=NC=CN4CCN=C34)CC2)cc1Cl
  34 | -4
30	COc1ccc(N2CC(C(=O)Nc3cccc(C(C)=O)c3)CC2=O)cc1 (stereo not given)
  -2 | -3
31	O=C(Cn1[nH]c(-c2ccccc2)cc1=O)Nc1ccc(Cl)cc1
  63* | -2
32	Cn1cc(Cl)c(C=C(C#N)S(=O)(=O)C(C)(C)C)n1
  nt | -8
33	Cc1c(C(=O)Nc2ccc(Oc3ccccc3)cc2)oc2ccc(S(=O)(=O)N3CCCC3)cc12
  -13 | -13
34	COc1cc(NC(=O)Cc2ccccc2)c(C(=O)O)cc1OC
  -11 | 0
35	O=C(c1ccccc1)N1CCN(C2CC(=O)N(c3cccc(Cl)c3)C2=O)CC1 (stereo not given)
  7 | -3
36	CSc1ccccc1NC(=O)c1noc2c1CC(C)CC2 (stereo not given)
  -20 | -3
37	Cc1ccc(NC(=O)CSc2nnc(CNC(=O)c3ccccc3)o2)cc1Cl
  8 | 3
38	CC1Cc2ccccc2N1C(=O)CCS(=O)(=O)c1cccs1 (stereo not given)
  -8 | -5
39	CCCCNC(=O)c1ccc(N2CCC3(CC2)OCCO3)c([N+](=O)[O-])c1
  2 | 0
40	O=C1NCC(COCC2CC=CCC2)O1 (stereo not given)
  8 | -47
41	Cc1nn(C2CCS(=O)(=O)C2)c2nc(-c3ccco3)cc(C(=O)NCC3CCCO3)c12 (stereo not given)
  -3 | -5
42	COc1ccc(Cc2[nH]n3c(=O)cc(-c4ccc([N+](=O)[O-])cc4)nc3c2-c2ccccc2)cc1
  71* | 6
43	O=C(Nc1ccc(Cl)cc1Cl)c1cc(S(=O)(=O)NC2CCCCC2)ccc1F
  -1 | -1
44	O=C(C=CC(=O)NCc1cccs1)NCc1cccs1
  nt | -1&0
45	Cc1c(C(=O)NCc2ccccn2)oc2ccc(S(=O)(=O)N3CCCC3)cc12
  9 | -10
46	CCc1ccccc1NC(=O)c1cc2c(s1)CN(C1CC1)C2
  12 | 6
47	COCC(=O)NC1CCN(c2ccccc2C(=O)N2CCCCC2)CC1
  0 | -7
48	O=C(COc1ccccc1Br)Nc1ccc([N+](=O)[O-])cc1
  0 | -4
49	O=c1[nH]n(CC2COC3(CCCCC3)O2)c(=O)c2ccccc12 (stereo not given)
  -3 | nt
50	CCc1ccc(N=c2oc3c(C)ncc(CO)c3cc2C(=O)Nc2ccc(OC)cc2OC)cc1
  4 | -1
51	Cc1cc(Cl)c(OCCNCCO)c(Br)c1
  -5 | -3
52	O=C(Nc1ccccc1)c1cccc(NC(=O)c2ccco2)c1
  -5 | -6
53	CCOC(=O)CCC(=O)Nc1ccc(N2CCCCC2=O)c(OC)c1
  -5 | -4
54	COc1ccccc1NC(NC(=O)c1ccc(Br)cc1)C(Cl)(Cl)Cl (stereo not given)
  -10 | -3
55	CCOc1ccc(N2CCN(C(C)=O)C(C)C2=O)cc1 (stereo not given)
  -6 | -2
56	COc1ccc2c(C)c(-c3ccc(Br)cc3)c(=O)oc2c1
  -2 | -13
57	O=C(CSc1nc2ccccc2o1)Nc1nccs1
  -4 | -5
58	O=C(c1ccc(OCC2CCN(C(=O)c3cccnc3)CC2)cc1)N1CCOCC1
  0 | -7
59	CC1CCC2(CCC(=O)N2C[C@@H](O)c2ccccc2)CC1 (stereo not given in full)
  -7 | -4
60	Cc1cccc(-c2nnc(Cc3nc(C(C)(C)C)no3)o2)c1
  -6 | 2
61	O=C(c1ccc(F)cc1)N1CCC(c2ccn3ncc(C(=O)N4CCCC4)c3c2)CC1
  12 | 0
62	O=C(Oc1ccc(C2CCCCC2)cc1)c1ccccc1I
  nt | -6
63	O=C(Nc1ccc(F)cc1)C1CN(C(=O)c2ccccc2)CC12CCCC2 (stereo not given)
  -3 | -4
64	O=C(CSC1CC(=O)N(c2cccc(Cl)c2)C1=O)Nc1ccc(Br)cc1 (stereo not given)
  -4 | 2
65	Cc1nc(-c2ccc(N3CCN(C(=O)c4c(F)cccc4F)CC3)nc2)no1
  -19 | -5
66	O=c1ccc(S(=O)(=O)N2CCOCC2)cn1Cc1ccc(Cl)cc1
  -14 | -6
67	COc1cccc(NC(=O)Cn2cc(S(=O)(=O)N3CCC(C)CC3)c3ccccc3c2=O)c1
  10 | 5
68	CCC1CN2C=NC(N3CCN(C(=O)NCc4ccc(F)cc4)CC3)=CC2=N1 (stereo not given)
  1 | -5
69	O=[N+]([O-])c1ccc2oc3c(c2c1)CCCC3
  -4&3 | -3
70	CC1CC(C)CN(S(=O)(=O)N2CCCC(C(=O)NCCc3ccccc3)C2)C1 (stereo not given)
  -7 | -11
71	O=C(Nc1cccc(Cl)c1)C1CCCN(c2nnc3ccccn23)C1 (stereo not given)
  9 | -3
72	CCCc1nnc2n1N=C(c1ccc([N+](=O)[O-])cc1)CS2
  11 | -7
73	Cn1cccc1/C=C1\CCC/C(=C\c2cccn2C)C1=O
  79* | -3
74	CC(C)c1ccc(NC2(C#N)CCCCC2)cc1
  nt | -3&-6
75	COc1ccc(C2C=C(c3cccc(Br)c3)Nc3nnnn32)c(OC)c1 (stereo not given)
  47 | -5

New compounds follow.
Values in the order: mHTT-CaM PPI inh | Pf apPOL block
76	CCCc1cc(NCCOCCO)n2c(nc3ccccc32)c1C#N
  0 | -8
77	CC(O)(CNC(=O)c1ccc(Cl)s1)c1ccco1 (stereo not given)
  -9 | -2
78	Cc1cc2nc(-c3ccc(NC(=O)c4ccccc4[N+](=O)[O-])cc3)oc2cc1C
  7 | -6
79	c1cc2c(cc1CN1CCC(N3CCCCCC3)CC1)OCO2
  4 | 0
80	O=C(c1ccc(F)c(Cl)c1)N1CCC(n2c(-c3ccoc3)nc3cccnc32)C1 (stereo not given)
  99* | -3
81	c1ccc(C2Nc3ccccc3-c3nc4ccccc4n32)nc1 (stereo not given)
  -7 | -3
82	CCCC(=O)N1CC(c2nc(-c3ccccc3)no2)C2(CCOCC2)C1 (stereo not given)
  16 | -2
83	CC(C)CC(=O)N1CCCN(Cc2noc(-c3ccccc3)n2)CC1
  -4 | 1
84	Cc1nnsc1C(=O)Nc1ccccc1
  nt | -8
85	CC1=C(C(N)=O)C(c2ccco2)C(C#N)=C(SCC(=O)Nc2ccc(Cl)c(Cl)c2)N1 (stereo not given)
  47 | -8
86	Cc1cc([N+](=O)[O-])cc2c1NCC1CC=CC21 (stereo not given)
  19 | -18
87	COc1ccc(C(=O)Nc2c(C(=O)Nc3ccccc3OC)oc3cccnc23)cc1
  21 | 2
88	OC(COCC1CC2CCC1C2)CN1CCN(Cc2ccccc2)CC1 (stereo not given)
  0 | 1
89	O=C(Cc1cccc(F)c1)N1CCCCC1CCN1CCOCC1 (stereo not given)
  5 | -5
90	COCc1nnc(NC(=O)c2cc(OC)c(OC)c(OC)c2)s1
  0 | -1

Three of these compounds in a different format:
cpd	SMILES	mHTT-CaM PPI inh	Pf apPOL block
77	CC(O)(CNC(=O)c1ccc(Cl)s1)c1ccco1 (stereo not given)	-9	-2
78	Cc1cc2nc(-c3ccc(NC(=O)c4ccccc4[N+](=O)[O-])cc3)oc2cc1C	7	-6
79	c1cc2c(cc1CN1CCC(N3CCCCCC3)CC1)OCO2	4	0

The list goes on.
Values in the order: mHTT-CaM PPI inh | Pf apPOL block
91	CCc1ccc(C(=O)Nc2nnc3ccccn23)cc1
  58* | -11
92	O=C(O)c1cccc(C(=O)O)c1F
  nt | 6
93	Cn1c(=O)c2c(nc(Cl)n2Cc2cccc(Br)c2)n(C)c1=O
  -3 | 1
94	CCC12CN3CC(CC)(CN(C1)C31C(=O)Nc3ccccc31)C2=O (stereo not given)
  4 | -3
95	COc1ccc2cc3cc(C(=O)Nc4ccc(OC)c(Cl)c4)sc3nc2c1
  0 | -4
96	CCC(=O)N1CCc2sc(S(=O)(=O)Nc3cc(C)ccc3C)cc2C1
  13 | -6
97	CCc1cc2c(=O)c(Oc3ccccc3)c(C(F)(F)F)oc2c(CN(C)C)c1O
  8 | -3
98	O=C(O)C1CCCCC1C(=O)Nc1ccc(Cl)c(Cl)c1 (stereo not given)
  -2 | 2
99	COc1ccc(N=c2oc3ccc([N+](=O)[O-])cc3cc2C(=O)Nc2nccs2)cc1
  3 | -5
100	CCOC(=O)CC[C@H]1CC[C@]2(CCCN(Cc3ccc(Cl)cc3)C2)O1
  -13 | -4
101	CC(C)OCCCNC(=O)C1CC(=O)N(CCc2c[nH]c3ccc(F)cc23)C1 (stereo not given)
  6 | 1
102	Cc1cc(C)n(-c2ccc(C(=O)NC3CCCC3)cn2)n1
  -8 | 2
103	Cc1ccc(C)c(S(=O)(=O)n2nnc3cc(Cl)ccc32)c1
  -6 | -2
104	Cc1ccc(NC(=O)c2cccnc2)c([N+](=O)[O-])c1
  0&2 | -2&2
105	O=C1OCCN1C(=O)[C@H]1[C@H](c2ccc(F)cc2)C(c2ccc(F)cc2)=NN1c1ccccc1
  24 | 1
106	Cc1ccc(C(=O)N2CCC(CCNC(=O)CCc3ccccc3)CC2)cc1
  38 | -2
107	CCOc1ccccc1NC(=O)C(=O)NCc1ccc(CC)cc1
  -9 | 20
108	Cc1ccc(C2CCCN2C(=O)c2ccnn2C)cc1 (stereo not given)
  1 | 3
109	COc1ccc(OCc2ccc(F)cc2)c(/C=C2\C(=O)NN(c3ccccc3)C2=O)c1
  -3 | 3
110	O=C(Nc1ccccc1C(=O)O)c1ccc(NC(=O)C(F)(F)F)cc1
  -2 | -5
111	COc1cc([N+](=O)[O-])cc(C=Nc2ccc3oc(-c4ccccc4C)nc3c2)c1O
  -2 | -7
112	Cc1ccccc1NC(=O)c1ccc(C)c(S(=O)(=O)Nc2cc([N+](=O)[O-])ccc2C)c1
  8 | 0
113	Cc1nc(-c2ccc(F)cc2)nc2c1CCC(=O)N2Cc1ccco1
  7 | 7
114	C=CCN(CC=C)S(=O)(=O)c1ccc(C(=O)Nc2nc3c(s2)CCC3)cc1
  -1 | -2
115	CC1CNC(C)(C)C(O)C1 (stereo not given)
  -1 | nt
116	O=[N+]([O-])c1ccc(-c2ncn[nH]2)cc1
  nt | -9
117	CC(C)CN1C(=O)CNC12CCN(S(=O)(=O)c1cccc(C(F)(F)F)c1)CC2
  11 | 4
118	Cc1cccc(C2C(C(=O)N3CCOCC3)c3ccccc3C(=O)N2C2CC2)c1 (stereo not given)
  8 | -2
119	CN(C)c1ncncc1N1CCC(C(=O)NCCC2=CCCCC2)CC1
  16 | 0
